High-throughput results deposited in PubChem by National Center for Advancing Translational Sciences (NCATS).
GAA inhib: alpha-glucosidase (human) inhibition; P10253; purified human GAA, 4-MU-alpha-glucoside fluorescence; Potency, µM (series often up to 76.9 µM), for inactives: at the highest dose activity change, negative = inhibition, usual class: inhibitors; 200,000 tested, 0.005% active;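 also: plate controls were uninhibited enzyme wells for no effect and no-enzyme background for full effect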
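Endpoint fluorogenic read: 20 min room-temperature reaction of 4 nM human alpha-glucosidase with 400 uM 4-methylumbelliferyl-alpha-D-pyranoside, pH 5.0, quenched with 1M NaOH/1M glycine pH 10. AC50 from Hill modeling.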
GAA spleen mod: inhibits or activates alpha-glucosidase in human spleen homogenate; Potency, µM (series often up to 79.9 µM), for the others: at the highest dose activity change, negative = inhibition, most hits filed as inhibitors; human spleen homogenate, 4-MU-alpha-glucoside fluorescence; P10253; AID 2112; 240,000 tested, 0.006% active;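 also: 0% = enzyme with vehicle and -100% = no enzyme basal signal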
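Enzyme source: human spleen homogenate, 1 ug/well. Buffer 50 mM citric acid/K phosphate pH 5.0, 0.01% Tween-20. 4-MU-alpha-glucoside 1 mM; 37 C x 40 min; NaOH/glycine stop; fluorescence.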
HTT aggregate: mutant huntingtin aggregation inhibition; PC12 HttQ103-GFP aggregates, Acumen cytometry, 40 h; Potency, µM (series often up to 46.1 µM), without a hit: at the top dose activity change, negative = inhibition, usual class: inhibitors; 220,000 tested, 1.1% active; AID 1688; also: % is scaled to controls: 0 for no effect and ±100 for the full control effect; nearly all actives have a fitted effect of over 60% in size
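Aggregates are detected as GFP objects 1–25 µm with signal 6 STDEV over background in lysates of induced PC12 cells. These carry Huntingtin exon 1 with 103 glutamines fused to GFP under an ecdysone promoter; compounds titrated.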
GoLoco inh red: inhibitors of human Gai1-RGS12 GoLoco interaction (red fluorophore); Gai1:RGS12 GoLoco peptide FP, rhodamine, 10 min; Potency, µM (top dose mostly 61.6 µM), for the others: at the top dose activity, negative = inhibition, most hits filed as inhibitors; 230,000 tested, 0.44% active; active = well fitted inhibition curve with a large enough effect, not every such curve was filed as active; inactive = no such curve, though single readings can be large or run the other way; also: % is scaled to controls: 0 for no effect and ±100 for the full control effect; nearly all actives have a fitted effect of over 30% in size; many of its hits are not listed in these tables
Target sequence (P63096 whole entry, looked up): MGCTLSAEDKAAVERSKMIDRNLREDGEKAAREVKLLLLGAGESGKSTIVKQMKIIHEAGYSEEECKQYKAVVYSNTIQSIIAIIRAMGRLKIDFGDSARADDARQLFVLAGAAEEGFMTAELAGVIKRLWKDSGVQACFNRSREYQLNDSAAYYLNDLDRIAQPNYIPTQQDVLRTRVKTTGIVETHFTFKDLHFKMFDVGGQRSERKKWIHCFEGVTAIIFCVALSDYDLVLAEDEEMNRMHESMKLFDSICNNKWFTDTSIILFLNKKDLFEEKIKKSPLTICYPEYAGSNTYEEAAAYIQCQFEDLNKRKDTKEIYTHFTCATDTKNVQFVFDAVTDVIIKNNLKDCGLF
IMPase Li cell: IMPase inhibition in cells with lithium potentiation | CHO-M1 cells, IP1 TR-FRET (IP-One), carbachol + lithium | Potency, µM (series often up to 59.4 µM), for the others: at the top dose activity, negative = IMPase inhibition, actives largely listed as inhibitors | 210,000 tested, 0.35% active | AID 1457;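 also: IP1 builds up when IMPase is blocked and the TR-FRET signal falls; plate controls were basal vehicle for no effect and high inhibitor control for full effect; nearly all actives have a fitted effect of over 50% in size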
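Lithium-sensitised IP1 accumulation assay; M1-expressing CHO cells treated 30 min at 37C with compound. Competitive antibody detection by time-resolved FRET followed a 10 min room-temperature lysis step.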
GAA glycogen: inhibitors or activators of human alpha-glucosidase glycogen cleavage; 300,000 tested, 0.38% active; recombinant GAA, glycogen substrate, Amplex Red glucose oxidase fluorescence; Potency, µM (doses to about 76.4 µM), for the others: at the highest dose activity change, negative = inhibition, usual class: inhibitors; P10253; AID 2100;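 also: 0% = full enzyme reaction and -100% = no-enzyme basal signal; the screen sought inhibitors and activators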
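Recombinant human alpha-glucosidase (4 nM final) hydrolysed bovine liver glycogen (30 ug) for 40 min at 37 C in pH 5.0 citrate/phosphate with 0.01% Tween-20. Released glucose detected by glucose oxidase/Amplex Red, Ex 573/Em 610 nm. Compounds up to 77 uM; AC50 from Hill fits.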
HTT cytoprotect: protects HTT-Q103 PC12 cells, measured by ATP. PC12 HTT-Q103 induced, cytoprotection, ATP luminescence, 40 h. 230,000 tested, 0.14% active. Potency, µM (highest dose often 56.4 µM), for inactives: cytoprotection (ATP increase), actives largely listed as activators;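 also: % of control where 0% means no effect; nearly all actives have a fitted effect of over 45% in size; toxic huntingtin expression switched on by the ecdysone agonist tebufenozide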
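Rat PC12, Q103 Htt exon1-GFP fusion, ecdysone promoter; tebufenozide inducer 100 nM final; compound titration; qHTS, 1500 cells/well; ATPlite luminescent read.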
* marks the source's active call; other numbers are inactive results; ? = inconclusive; / = not tested or not shown; [ ] = remark or other dose. Unless noted, calls follow the shape of the dose curve; as a rule, active = well fitted curve in the direction sought with a large enough effect; inconclusive = small, poorly fitted or top-dose-only effect, or another doubt; inactive = no such curve, though single readings can be large; an effect the other way counts as inactive or inconclusive. Potency is read from the fitted curve at half-maximal effect. These rows are one share of the data; count on the stated rates, not on these rows.

SMILES	GAA inhib	GAA spleen mod	HTT aggregate	GoLoco inh red	IMPase Li cell	GAA glycogen	HTT cytoprotect
C/C(=N\N=C1\NC(=O)C(CC(=O)Nc2ccc(C)c(Cl)c2)S1)C(C)(C)C (centres undefined)	-3%	0%	5%	3%	-5%	-1%	-66%[inhibitor]
NC(=O)NC(=O)Nc1ccccc1Cl	2%	-25%	0%	8%	-15%[38.3 µM]	-3%	1%
CN(C)C(=O)c1nc2ccc(Cl)cn2c1CNCc1ccccc1OC(F)(F)F	/	6%	-1%[9.22 µM]	4%	8%	14%	-10%[10 µM]
CC1(C)S[C@@H]2[C@H](NC(=O)C3(N)CCCCC3)C(=O)N2[C@H]1C(=O)O	/	2%[29.1 µM]	2%	-5%[21.6 µM]	14%	/	?
CC(C)(C)N1C(=O)c2ccc(C(=O)Nc3ccc(-c4nc5ccccc5[nH]4)cc3)cc2C1=O	3%	-6%	12%	3%	-1%	11%	-1%[10 µM]
COC(=O)CSc1ncc(OC)c(OC)n1	7%	3%	-11%	-2%	2%[38.3 µM]	-22%	6%
Cc1oc2cc(OCc3cnn(-c4ccccc4)c3)ccc2c(=O)c1Oc1ccccc1F	0%	-3%	11%	-14%	3%	0%	8%[10 µM]
O=C(O)CCn1c(SCc2cc(=O)n3ccccc3n2)nc2ccsc2c1=O	4%	1%	-11%	8%	-3%	2%	11%
COc1ccc(NC(=O)COC(=O)[C@@H]2CCCN2C(=O)c2cccs2)c(OC)c1	-1%	-5%	8%	6%	24%[38.3 µM]	2%	5%
OCCOCCNc1ncnc2sc(-c3ccccc3)cc12	1%	-2%	-16%	145%[activator]	9%[38.3 µM]	0%	-14%
Cc1cc(C)c(C(=O)COC(=O)[C@H](C)Nc2ccc(C(F)(F)F)cc2[N+](=O)[O-])c(C)c1	-7%	5%	3%	-2%	13%[38.3 µM]	3%	-17%
CCOc1ccc(NC(=O)Nc2ccc3nccnc3c2)cc1	2%	-4%	-19%	4%	-1%[38.3 µM]	-1%	-2%
O=C(Nc1ccc(F)cc1)Nc1nnc(COc2ccccc2F)s1	3%	4%	?	5%	6%	22%	-33%[inhibitor]
COc1cccc(-n2c(Cc3cc(=O)[nH]c(=O)[nH]3)nnc2SCc2cccnc2)c1	-10%[15.4 µM]	2%	-2%	3%	3%[38.3 µM]	-5%	2%
COC(=O)C1=C(C)N(CC(C)C)C(=O)/C1=C\c1cccs1	0%	-3%	7%[9.22 µM]	8%	-3%[38.3 µM]	2%	-3%
O=C(CCn1c(=S)oc2ccccc21)NC1CCCCCC1	-3%[15.4 µM]	-1%	-27%[9.22 µM]	6%	/	8%	-22%[10 µM]
Cc1sc2ncnc(SCC(=O)NC(=O)c3cccn3C)c2c1C	-3%	3%	-15%	8%	?	-4%	28%
CN1CCN(NS(=O)(=O)c2cccs2)CC1	0%	-5%	-10%	-2%	7%	3%	6%[10 µM]
CCCCCc1ccc(OCCCC[n+]2ccccc2)c(CCCCC)c1	-7%	-4%	11µM*	-4%	8%	-19%	-91%[inhibitor]
CCOc1cc2[nH]c(=S)n(CCCC(=O)NCc3ccco3)c(=O)c2cc1OCC	0%	-7%	-5%	10%	14µM*	3%	-12%
C=CCN1C(=O)C(O)(CC(=O)c2ccccc2)c2ccccc21 (centres undefined)	-8%	-2%	-12%[9.22 µM]	-4%	-22%[38.3 µM]	-17%	-15%
O=C(NNS(=O)(=O)c1ccccc1)c1cnn(-c2ccccc2)c1-n1cccc1	-5%	-3%	4%	4%	-4%[38.3 µM]	?	-4%
COC(=O)c1cc(OC)c(OC)cc1NC(=S)N1CCCC1	11%	-3%	3%	12%	2%	10%	-21%
CC1CCN(c2ncnc3c2cnn3-c2ccccc2)CC1	-9%	-4%	-20%	2%	-6%[38.3 µM]	-10%	-58%[inhibitor]
Cc1ccc(NC(=O)Cn2c(C)cc(C)c(C#N)c2=O)c(Cl)c1	4%	-1%	13%	0%	16%[38.3 µM]	-3%	3%

(list continues)
SMILES	GAA inhib	GAA spleen mod	HTT aggregate	GoLoco inh red	IMPase Li cell	GAA glycogen	HTT cytoprotect
CC(c1nnc(SCC(=O)Nc2sccc2C#N)n1-c1ccc(Cl)cc1)N(C)C (centres undefined)	-2%	8%	7%	42%[activator]	8%[38.3 µM]	13%	2%
CC1=Nc2cc(C(=O)NCC3CCCO3)ccc2Sc2ccc(Br)cc21 (centres undefined)	/	2%	-18%[9.22 µM]	7%	/	1%	-34%[10 µM]
Cc1sc2ncnc(NCCCn3ccnc3)c2c1C	-9%	4%	-12%	/	/	8%	-10%
CCCCC(=O)NCCc1cc2ccc(OC)cc2[nH]c1=O	-1%	1%	0%	-7%	-6%	-3%	7%[10 µM]
C/C(=N/Nc1nc(-c2ccccc2)c(CC(=O)O)s1)c1ccccc1	/	-1%	-7%[9.22 µM]	3%	/	-28%	-10%[10 µM]
Fc1ccc(-n2nnc(-c3nccs3)n2)cc1	/	1%	0%[9.22 µM]	-1%	-3%	-11%	-24%[10 µM]
O=C(NC1CCCc2ccccc21)C1CCN(S(=O)(=O)c2cnc[nH]2)CC1 (centres undefined)	1%	-5%	-6%	68%[activator]	18%[38.3 µM]	3%	7%[10 µM]
c1cnc2c(-c3nccc4c3[nH]c3ccccc34)cccc2c1	/	10%	/	-2%	21%	/	/
CC(O)Cn1nc([N+](=O)[O-])nc1N (centres undefined)	-5%	-15%	-26%	3%	-4%	-2%	13%[10 µM]
CN1C(=O)C2C(c3ccc(N(C)C)cc3)NN(Cc3ccccc3)C2C1=O (centres undefined)	2%	-8%	12%	-6%	14%	-23%	-4%
C=CCn1c(SCC(=O)NCCCC)nc2scc(-c3ccco3)c2c1=O	-13%	-5%	-3%	7%	4%	1%	-23%[10 µM]
Cc1noc(C(=O)NCc2ccccc2)c1Cl	-7%	4%	5%	-15%	-8%[38.3 µM]	8%	-28%
CCC(C)NC(=O)CSc1ccc(NC(C)=O)cc1 (centres undefined)	-4%	-26%	5%	7%	20%[38.3 µM]	7%	2%
O=C(O)c1ccc(C2CCCCC2)cn1	3%	-8%	3.2µM*	-56%	7%[38.3 µM]	/	-43%[inhibitor]
CCCCNC(=O)CN1C(=O)NC(CCc2ccccc2)C1=O (centres undefined)	2%	-2%	15%	7%	1%	-4%	-19%
COc1ccc(S(=O)(=O)N(C)CC(=O)Nc2ccc(C(N)=O)cc2)cc1OC	-1%	8%	-9%	0%	-1%	-1%	-8%
Cc1cccc(NC(=S)NNC(=O)c2ccc(Br)o2)c1	-2%	-2%	-16%	4%	6%[38.3 µM]	-6%	-1%
NC(=O)c1ccc(NCc2ccco2)c([N+](=O)[O-])c1	?	-13%	-8%	-6%	-2%[38.3 µM]	7%	-7%
Cc1ccc(S(=O)(=O)NNC(=O)C2CC=CCC2C(=O)O)cc1 (centres undefined)	2%	-3%	-2%	-7%	-4%	4%	-5%
O=C(Cc1ccccc1)NNC(=O)Nc1ccccc1	10%	-2%	-2%[9.22 µM]	3%	4%	-4%	-7%[10 µM]
CCC(=O)OCC(=O)Nc1cc(S(=O)(=O)N(C)C)ccc1Cl	3%	-3%	3%	3%	-6%	12%	-13%
O=C(Nc1ncc(S(=O)(=O)c2ccc([N+](=O)[O-])cc2)s1)c1cccnc1	/	2%	19%[9.22 µM]	-3%	/	-3%	0%[10 µM]
CC(C)c1ccc(NCCC(=O)c2ccc(Br)cc2)cc1	4%	1%	-5%	6%	12%	0%	15%[10 µM]
Cc1ccccc1NS(=O)(=O)c1ccc(OCCNS(C)(=O)=O)cc1	5%	-13%	-3%	5%	-5%	14%	44%[10 µM]
CCOC(=O)C1=C([Si](C)(C)C)c2ccccc2N(S(=O)(=O)C(F)(F)F)C1C(=O)OCC (centres undefined)	/	5%	/	112%[activator]	31%[activator]	/	-68%[inhibitor]

(list continues)
SMILES	GAA inhib	GAA spleen mod	HTT aggregate	GoLoco inh red	IMPase Li cell	GAA glycogen	HTT cytoprotect
COc1cccc(CN2CCNC(=O)C2CC(=O)NCc2cc(C(C)C)no2)c1 (centres undefined)	-1%	0%	-1%[9.22 µM]	-8%	0%	1%	-3%[10 µM]
Cc1ccc(NC(=S)Nc2ccccn2)cc1C	/	-10%	-14%[9.22 µM]	4%	/	-6%	-6%[10 µM]
COC(=O)CN1C(=O)CSc2ncccc21	-5%	2%	12%	13%	12%[38.3 µM]	3%	-10%[10 µM]
O=c1c(-c2cccs2)nc2cnc(Oc3ccccc3)nc2n1Cc1cccs1	/	-8%	/	3%	2%	/	-31%[inhibitor]
Cc1cccc(N2CCN(C(=O)c3ccc4nc[nH]c4c3)CC2)c1C	9%	4%	-4%	-13%	5%	4%	-1%[10 µM]
O=C(O)C1CCCCC1C(=O)NCc1ccccn1 (centres undefined)	-1%	2%	8%	8%	5%	9%	25%[10 µM]
Nc1nc(Sc2ccc(C(F)(F)F)cc2[N+](=O)[O-])n[nH]1	1%	-5%	-1%	-4%	25%[38.3 µM]	5%	9%
O=C(NCc1cccs1)c1ccc(N2CCCCC2)nc1	4%	14%	-3%	4%	-6%[38.3 µM]	21%	-58%[inhibitor]
O=C(COC(=O)CCc1ccc(S(=O)(=O)N2CCOCC2)cc1)NCc1ccc(Cl)cc1	3%	0%	16%	10%	-10%	-7%	-20%
CN(c1ccc(C(=O)NCC2CCCO2)cc1)S(=O)(=O)c1ccccc1 (centres undefined)	-1%	-10%	-14%	-8%	5%[38.3 µM]	2%	-5%
Cc1cccc(N2CCN(Cc3c(C)n(C)n(-c4ccccc4)c3=O)CC2)c1C	-2%	-2%	-10%	6%	32%[activator][38.3 µM]	-1%	4%[10 µM]
COc1ccc(Nc2nc(C)c3ccccc3n2)cc1	-12%	14%	-15%	6%	31%[activator][38.3 µM]	2%	-37%
